Dengue-2 NS5 capping: Dengue-2 NS5 methyltransferase inhibitors, primary screen, biochemical, confirmation dose response (AID 588689); Dengue-2 NS5 methyltransferase capping enzyme assay, biochemical; higher % means a stronger effect; inhibition, % at 25 µM; hits with a dose series show IC50 in µM; hit rate 0.3% among 340,000; in the data active means a potency from the dose series; inconclusive means inhibition above about 29% without an active follow-up result
HIV peptide binding: inhibitors of HIV fusion peptide binding, primary screen, biochemical, uHTS, fluorescence dequenching (AID 1986). cell-free peptide binding, fluorescence dequenching, 30 min; higher % means a stronger effect. inhibition, % at 20 µM; hits with a dose series show IC50 in µM. hit rate 0.3% among 290,000; in the data active means inhibition mostly above about 52%, no sharp cut-off; inactive means mostly below about 76%; further: some results filed as inactive read as strong as hits
Hep lipid drop: modulators of hepatic lipid droplet formation; AML12 mouse hepatocytes, oleate lipid droplets, BODIPY imaging; inhibition, % at 6.5 µM; hit rate 0.4% among 240,000;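 active means lipid droplet intensity inhibited by at least 50%, with more than 500 cells counted; inconclusive means wells with under 300 cells, treated as cytotoxic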
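Material: mouse AML12 hepatocyte cell line, fixed after treatment; Timing: compound with oleate, overnight; Technique: high-content imaging of BODIPY-stained droplets and DAPI nuclei; Probe or stimulus: oleate, 100 µM final; Dosing: compound at 6.5 µM only.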
XIAP displacement: small molecules displacing peptide from XIAP – biochemical, IAP family, fluorescence polarization (AID 1018); XIAP BIR domain, fluorescence polarization peptide displacement; higher % means a stronger effect; one-dose displacement, % at 20 µM; IC50 in µM for titrated hits; hit rate 0.007% among 200,000; in the data active means displacement above about 50%; further: a part of the inactive calls stands beside numbers as strong as those of hits
Myeloid diff MLP: compounds promoting myeloid differentiation; hit rate 1% among 360,000; calls only at 10 µM; ER-HoxA9 myeloid progenitors, lysozyme-GFP differentiation, flow cytometry;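 active means normalized GFP-positive differentiation at or above the plate's own cutoff, the solvent-only control mean plus 3 SD; inconclusive means no clear call, values can overlap the other calls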;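 further: cells exposed to compound for four days before flow analysis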
NOD2 inhibition: inhibition of NOD2-driven NF-kB reporter – cell-based, luminescence, uHTS, HEK293 (AID 1566). HEK293 NOD2/NF-kB luciferase reporter, luminescence; higher % means a stronger effect. inhibition, % at 4 µM, or EC50 in µM where a hit was titrated. hit rate 0.63% among 290,000; further: many of its hits are not listed in these tables
Siah-1 displacement: blockers of Siah-1 interaction with plectin peptide – biochemical, fluorescence polarization, rhodamine-plectin, uHTS, primary screen (AID 1817). displacement, % at 20 µM; hits with a dose series show IC50 in µM. Siah-1 / rhodamine-plectin peptide fluorescence polarization; higher % means a stronger effect. hit rate 0.02% among 290,000;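 active means displacement of at least 50% at 20 µM, with a fluorescence ratio check between 0.3 and a set limit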;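 further: plate controls were Siah plus tracer with DMSO for no effect and tracer alone without Siah for full effect; strong numbers were not always called active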
AID2073: inhibitors of Mint1-CaV2.2 protein interaction, biochemical, HTRF (AID 2073) | HTRF protein-protein interaction, Mint1-CaV2.2; higher % means a stronger effect | inhibition, % at 20 µM; hits with a dose series show IC50 in µM | hit rate 0.19% among 290,000; in the data active means inhibition mostly above about 51%, no sharp cut-off; inconclusive means no clear call, values can overlap the other calls; inactive means mostly below about 53%; further: some results filed as inactive read as strong as hits
LYP phosphatase: inhibitors of LYP phosphatase, biochemical, fluorescence intensity, uHTS (AID 1779) | recombinant LYP phosphatase, fluorescence intensity; higher % means a stronger effect | one-dose inhibition, % at 11.5 µM; IC50 in µM for titrated hits | hit rate 0.054% among 290,000;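 further: plate controls were vehicle with enzyme for no effect and no enzyme for full effect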
Hep lipid drop cells 6.5 µM: further read-out of Hep lipid drop, marked with its call; cell count; measured here: cell count, cytotoxicity flag;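 cells counted across two imaged fields per well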
Dengue-2 NS5 capping pilot replicate: recorded beside Dengue-2 NS5 capping, whose call it bears; inhibition, %; measured here: pilot screen replicate inhibition
Myeloid diff MLP GFP+ MAC1+ %: second read-out of Myeloid diff MLP, no call of its own (marks repeat the call); GFP+ MAC1+ double positive, %; measured here: differentiation confirmed by MAC1 staining
The depositor's hits bear a star; i = inactive; ? = inconclusive; · = no result given; + = active, no number. Unless noted, no stated cut-off is given here; in the data, active means inhibition above about 50%; inactive means the rest.

SMILES | Dengue-2 NS5 capping | HIV peptide binding | Hep lipid drop | Hep lipid drop cells 6.5 µM | XIAP displacement | Myeloid diff MLP | Myeloid diff MLP GFP+ MAC1+ % | NOD2 inhibition | Siah-1 displacement | AID2073 | LYP phosphatase | others
O=C(C1CCN(S(=O)(=O)N2CCOCC2)CC1)N1CCc2ccccc21 | · | 1.7% | · | · | -6.1% | · | · | 14% | -2% | 4% | -9%
CN(Cc1cc2ccccc2[nH]c1=O)C(=O)C1CCCCC1 | 2% | -0.2% | · | · | -5.2% | i | 3.1 | 0% | 0% | 1% | -1%
CN(C)S(=O)(=O)c1cccc(NS(=O)(=O)c2ccc(Cl)s2)c1 | -6% | 0.9% | -3 | 604 | -2.7% | i | 0.4 | 11% | -3% | -10% | -3%
Cc1cnc(CNC(=O)C2CCC(=O)N(Cc3ccc(Cl)cc3)C2)[nH]1 (centres undefined) | -5% | -0.9% | -5 | 687 | · | i | 0.6 | 4% | 4% | 7% | -8%
COc1cc(C(=O)OCCn2c(=O)c3c(ncn3CCN(C)C)n(C)c2=O)cc(OC)c1OC | -4% | 0.5% | -2 | 684 | -10% | i | 0.5 | 6% | -5% | 0% | -2%
Cc1ccc(CNC(=O)C2CCN(C(=O)Nc3ccc(C)cc3)CC2)cc1 | 5% | -0.8% | 41 | 791 | · | i | 4.9 | 2% | -2% | -44% | -13%
Cc1nn(CC(=O)Nc2ccc(F)cc2)c(=O)c2ccccc12 | 2% | -1.7% | -3 | 786 | · | i | 1.0 | 22% | -9% | 10% | -5%
Cc1ccc(NS(=O)(=O)c2c(C)nc3sccn3c2=O)cc1 | -6% | -0.8% | -20 | 731 | · | i | 3.5 | 12% | 12% | 0% | -9%
COc1ccc(NC(=O)N2CCCC2C(=O)NCc2ccc(C)cc2)cc1 (centres undefined) | 9% | -1.0% | -8 | 632 | -2.7% | i | 0.5 | 25% | 5% | 3% | -12%
COc1cccc2cc(C(=O)NCc3ccccc3Br)c(=O)oc12 | -6% | -0.5% | -2 | 812 | · | i | 2.1 | 0% | 0% | 12% | -4%
Cn1nc(-c2ccccc2)c(CN2CCN(c3ncccn3)CC2)c1Cl | -6% | -1.5% | -8 | 684 | -3.0% | i | 0.5 | 5% | 3% | 6% | -6%
CC(=O)c1ccc(NC(=O)COC(=O)CCN2C(=O)c3cccc([N+](=O)[O-])c3C2=O)cc1 | -11% | 0.0% | 13 | 651 | -7.2% | i | 0.2 | 1% | -3% | -6% | 1%
Cc1nc2ccc(NC(=O)c3nn(C(C)C)c(=O)c4ccccc34)cc2s1 | -1% | -1.3% | 18 | 641 | 2.1% | i | 0.6 | -5% | 0% | 2% | 1%
Cc1ccc(S(=O)(=O)N2CCCC(C(=O)NC3=NCCS3)C2)cc1 (centres undefined) | 1% | -1.7% | -8 | 668 | -1.8% | i | 1.0 | -3% | 0% | -1% | -4%
Cc1ccc(S(=O)(=O)CC(=O)N2CCCCCC2)cc1 | 1% | -0.1% | -7 | 690 | -6.1% | i | 0.3 | 12% | -2% | 0% | -4%
Cc1nc2cc(N3CCOCC3)c(NC(=O)C3CC3)cc2c(=O)n1Cc1ccccc1 | 0% | 5.2% | · | · | -21% | i | 1.2 | 1% | 2% | 7% | 1%
CC(C)CC(=O)N1CCN(Cc2ccc(Cl)cc2)CC1 | -7% | 1.9% | · | · | · | i | 1.3 | 15% | 2% | -6% | -10%
CS(=O)(=O)N1CCN(c2ccc([N+](=O)[O-])c(NCc3cccnc3)c2)CC1 | 4% | -1.5% | -3 | 612 | -4.6% | i | 0.3 | 8% | -2% | -2% | 3%
CNC(=O)c1c[nH]c2ccc(S(=O)(=O)Nc3ccccc3F)cc2c1=O | 0% | 0.8% | 0 | 783 | · | i | 0.6 | 16% | -5% | 10% | -10%
O=C1C(=O)N(CC2COc3ccccc3O2)c2ccccc21 (centres undefined) | -14% | -1.9% | 1 | 848 | · | ? | · | 8% | 3% | 9% | -5%

Random excerpt: 2 records from the list, in no set order.
SMILES | Dengue-2 NS5 capping | HIV peptide binding | Hep lipid drop | Hep lipid drop cells 6.5 µM | XIAP displacement | Myeloid diff MLP | Myeloid diff MLP GFP+ MAC1+ % | NOD2 inhibition | Siah-1 displacement | AID2073 | LYP phosphatase | others
Cc1nc2cc(N3CCOCC3)c(NC(=O)C3CC3)cc2c(=O)n1Cc1ccccc1 | 0% | 5.2% | · | · | -21% | i | 1.2 | 1% | 2% | 7% | 1%
Cc1ccc(NS(=O)(=O)c2c(C)nc3sccn3c2=O)cc1 | -6% | -0.8% | -20 | 731 | · | i | 3.5 | 12% | 12% | 0% | -9%

Remaining list, next part:
SMILES | Dengue-2 NS5 capping | HIV peptide binding | Hep lipid drop | Hep lipid drop cells 6.5 µM | XIAP displacement | Myeloid diff MLP | Myeloid diff MLP GFP+ MAC1+ % | NOD2 inhibition | Siah-1 displacement | AID2073 | LYP phosphatase | others
CC(=O)NCCNc1nc2c(-c3cccc(C(F)(F)F)c3)nnn2c2ccccc12 | -1% | 0.6% | -21 | 715 | · | i | 0.5 | 25% | 5% | ? | -19%
N#C/C(=C/c1ccc(-c2ccccc2)o1)c1nc(-c2cccs2)cs1 | -29% | 63%* | 27 | 779 | -8.7% | + | 87* | -3% | 13% | 38% | 7%
O=C(CNC(=O)c1cccnc1)N/N=C/c1ccc(O)cc1O | -3% | 4.3% | -5 | 834 | · | i | 0.6 | -11% | -4% | 27% | -2%
Cc1ccsc1C(=O)Nc1ccc(O)c(-c2nc3ccccc3s2)c1 | -1% | 3.3% | -4 | 699 | 0.2% | · | · | -8% | -2% | ? | -2%
CC(C)(C)NC(=O)NC(=O)CN1CCN(c2ncc(C(F)(F)F)cc2Cl)CC1 | -6% | -0.7% | 5 | 811 | -8.1% | i | 1.4 | -3% | 0% | -4% | -8%
O=C(CCCN1C(=O)[C@H]2CC=CC[C@H]2C1=O)NCc1nc(-c2ccc(Cl)cc2)no1 | -6% | 1.5% | 7 | 733 | · | i | 2.3 | 13% | -1% | 5% | -5%
C(#CCN1CCOCC1)COC(c1ccccc1)c1ccccc1 | -2% | 3.4% | 6 | 744 | -3.0% | i | 1.4 | 16% | 2% | 0% | -7%
CCOc1ccc(CCNC(=O)CCc2nc(-c3ccc(C)cc3)no2)cc1OCC | -4% | -0.2% | · | · | -19% | i | 0.7 | 2% | 2% | 6% | -10%
O=C(CSc1ccc(-c2cccs2)nn1)Nc1ccccc1F | -8% | -0.6% | -28 | 692 | -5.0% | i | 0.2 | 20% | 3% | -8% | -6%
CC[n+]1ccc(/C=C/c2c[nH]c3ccccc23)cc1 | -30% | 97%* | -2 | 803 | · | ? | · | 34% | 0% | -2% | -2% | Dengue-2 NS5 capping pilot replicate=30
COCCNC(=S)N(CCN(C)C)Cc1cc2cc3c(cc2[nH]c1=O)OCO3 | -2% | -0.5% | -1 | 824 | · | i | 0.8 | 4% | 1% | 0% | -7%
CS(=O)(=O)NCCSc1cc(C(F)(F)F)nc2ccccc12 | -2% | -3.2% | 5 | 757 | · | i | 0.6 | -5% | -2% | 1% | -11%
O=C(Nc1ccc(Cl)cc1)c1cc(Br)ccc1OCC(=O)N1CCOCC1 | -9% | 0.0% | -34 | 688 | · | · | · | 40% | 11% | -1% | -7%
CC(C)n1c(NCc2nc3ccccc3n2C)nc2ccccc21 | -3% | -0.6% | 3 | 772 | -15% | i | 2.2 | -12% | 0% | 0% | -9%
Cc1c(NC(=O)CN2CCN(c3ccc(O)cc3)CC2)c(=O)n(-c2ccccc2)n1C | 4% | -2.9% | -28 | 696 | -9.4% | i | 0.8 | 7% | -1% | 21% | 1%
CSc1ccc(NC(=O)CC(C)=O)cc1 | 4% | -2.7% | · | · | -0.1% | i | 1.7 | -2% | 4% | 4% | -5%
CCCCOCCCN1CC(=O)N2[C@@H](Cc3c([nH]c4ccccc34)C2(C)C)C1=O | -3% | -0.6% | -2 | 821 | · | i | 0.5 | -2% | 0% | -8% | -3%
Cc1ccccc1CN1[C@@H]2c3ccccc3C[C@@H]2OCCS1(=O)=O | 0% | -2.3% | -2 | 854 | · | i | 1.3 | -17% | 2% | -3% | -9%
Cc1cc(-c2nnc(CCC(=O)NC(c3ccccc3)c3ccccc3)o2)no1 | 1% | 2.1% | -6 | 717 | -6.6% | i | 0.4 | -31% | 1% | 11% | -8%
O=C(Nc1ccc([N+](=O)[O-])cc1)Nc1ccc(N2CCOCC2)c2nonc12 | 7% | -2.7% | -2 | 681 | -7.1% | i | 0.1 | 39% | 4% | 45% | 5%

Among those listed so far, 2 contain bromine:
SMILES | Dengue-2 NS5 capping | HIV peptide binding | Hep lipid drop | Hep lipid drop cells 6.5 µM | XIAP displacement | Myeloid diff MLP | Myeloid diff MLP GFP+ MAC1+ % | NOD2 inhibition | Siah-1 displacement | AID2073 | LYP phosphatase | others
COc1cccc2cc(C(=O)NCc3ccccc3Br)c(=O)oc12 | -6% | -0.5% | -2 | 812 | · | i | 2.1 | 0% | 0% | 12% | -4%
O=C(Nc1ccc(Cl)cc1)c1cc(Br)ccc1OCC(=O)N1CCOCC1 | -9% | 0.0% | -34 | 688 | · | · | · | 40% | 11% | -1% | -7%

Going on with the list:
SMILES | Dengue-2 NS5 capping | HIV peptide binding | Hep lipid drop | Hep lipid drop cells 6.5 µM | XIAP displacement | Myeloid diff MLP | Myeloid diff MLP GFP+ MAC1+ % | NOD2 inhibition | Siah-1 displacement | AID2073 | LYP phosphatase | others
CCn1c(N2CCN(C(=O)/C=C/c3ccccc3)CC2)nc2ccccc21 | -8% | -1.5% | 2 | 651 | -6.5% | i | 0.3 | 12% | 2% | -15% | 0%
COc1ccc2nc(C)[nH]c(=O)c2c1 | -1% | 1.6% | · | · | -1.2% | i | 0.5 | 2% | -6% | -1% | -6%
Cc1ccc2nc(SC(C)C(=O)N3CCOCC3)[nH]c2c1 (centres undefined) | -4% | -0.8% | -7 | 681 | -1.9% | i | 0.4 | -36% | 0% | -8% | -6%
Cc1cccc(NC(=O)c2ccccc2NC(=O)c2ccccc2)n1 | -4% | -1.8% | 7 | 817 | · | i | 0.3 | 28% | -2% | 13% | -3%
Cc1nc2sccn2c1-c1csc(NCc2ccccc2)n1 | 10% | 1.5% | · | · | -3.0% | i | 13 | 25% | -2% | -5% | -6%
c1ccc(Cn2nnc(-c3ccccc3)n2)cc1 | 2% | 1.7% | -7 | 756 | -9.9% | i | 1.4 | -8% | 5% | 9% | -2%
O=C(CSc1ncnc2c1nnn2-c1ccc(F)cc1)NCc1ccco1 | -15% | 2.5% | -16 | 736 | 0.7% | i | 0.5 | 10% | 12% | 14% | -2%
O=C(NCc1cccnc1)Nc1cccc(Cl)c1 | -3% | 1.3% | · | · | · | i | 0.5 | 7% | 2% | -1% | -7% | Dengue-2 NS5 capping pilot replicate=-4.6

An excerpt; the hit share may differ from the screen's.
